Compound activity: PubChem, several laboratories
INS promoter inh – TRM-6 insulin promoter activity inhibition; AID 1273; TRM-6 cells (human fetal islet line), insulin promoter-eGFP reporter, imaging; reporter expression induced with tamoxifen; hit rate 0.9% among 130,000; inhibition, % at 2 µM;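 active = inhibition above the mean plus 3 SD, with well images judged a real hit on visual review, cut at about 60% in these data, passing the limit was not always enough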
SDO1 yeast rescue – sdo1-depleted yeast growth rescue; S. cerevisiae sdo1-depleted JHY4D growth rescue, OD600 30 h; stronger effect = higher value; pdr5 snq2 efflux-pump mutant strain; z-score at 10 µM; hit rate 0.21% among 140,000; AID 817;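 active = z-score above 3 at both the 24 hr and the 30 hr optical density reads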;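 note: z-score against mean and SD of all compound wells on the same plate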
SDO1 yeast rescue Rescue 24 h – recorded beside SDO1 yeast rescue, whose call it bears; z-score; S. cerevisiae sdo1-depleted JHY4D growth rescue, OD600; measured here: growth rescue at 24 h;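 0 is the plate mean of compound wells and units are plate SD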
* = called active by the depositor; nt = not tested or not shown.

SMILES	INS promoter inh	SDO1 yeast rescue	SDO1 yeast rescue Rescue 24 h
NS(=O)(=O)c1cccc(NC(=O)CCSc2ccccc2Cl)c1	-27	1.2	1.9
CCOC(=O)Cc1csc(NC(=O)c2cccs2)n1	nt	0.61	0.38
O=C(N/N=C/c1ccc(Cl)cc1)C1CC12CCC2 (stereo unspecified)	-15	nt	nt
CCn1cc(C(=O)NCCCOC)c(=O)c2cc(S(=O)(=O)N(C)C)ccc21	nt	0.52	0.36
Cc1cc(C)cc(OCC(=O)Nc2cccc(-c3nc4ncccc4o3)c2)c1	nt	-1.5	-0.94
COCCN(CCOC)C(=O)COC(=O)c1ccc(Cl)c(S(=O)(=O)N(C)c2ccccc2)c1	-60	nt	nt
Cc1ccccc1OCC(=O)NN1Cc2ccccc2C1=N	0	0.9	1.4
Cc1cc(=O)[nH]c(SCC(=O)NCCc2ccccc2)n1	17	0.32	-0.76
Cc1csc(NC(=O)c2ccc(C)o2)n1	20	1.4	1.8
CC(=O)N1CCN(c2ccc(NC(=O)C(C)Oc3ccc(Cl)cc3Cl)cc2)CC1 (stereo unspecified)	-21	-0.99	-1
S=C(NC1CCCC1)N1CCN(c2ccc(Cl)cc2)CC1	9	nt	nt
Cn1c2c(c(=O)n(C)c1=O)C(c1ccccc1Cl)CC(=O)N2 (stereo unspecified)	nt	0.65	-0.1
CCN(CC)C(=O)CSc1nc(O)c(Cc2ccccc2)c(=O)n1-c1ccccc1	29	0.17	-0.54
C=CCc1cc(OC)ccc1OCC(O)CN1CCN(c2ccc(OC)cc2)CC1 (stereo unspecified)	0	-1.6	-0.86
Cn1c(=O)cc(SCC(=O)Nc2ccccn2)c2ccccc21	nt	-0.64	-0.7
Cc1nnc(N(C)C(=O)c2ccccn2)s1	-17	0.77	1.2
CCCCNC(c1ccccc1)c1ccncc1 (stereo unspecified)	-22	0.47	-0.18
CN(C)C(=O)CN(c1ccc2c(c1)OCO2)S(C)(=O)=O	71*	0.67	-0.17
COc1ccc(OCC(=O)N2CCN(C(=O)COc3ccc(Br)cc3)CC2)cc1	-1	-0.33	0.1
O=C(COC(=O)c1ccco1)NCC1CCCO1 (stereo unspecified)	39	1.3	0.43
CC(C)OP(=O)(OC(C)C)C(Nc1ccccc1)c1ccccc1C(F)(F)F (stereo unspecified)	4	-0.73	-0.42
COc1ccc(OC)c(NC(=S)N(CCc2c(C)[nH]c3ccccc23)Cc2cccs2)c1	-33	-0.34	-0.04
CCCCOC(=O)C(C#N)c1nc2ccccc2nc1N1CCN(Cc2ccc3c(c2)OCO3)CC1 (stereo unspecified)	9	-1.7	-0.43

Quoted from the listing:
`Cc1csc(NC(=O)c2ccc(C)o2)n1` in SDO1 yeast rescue is listed with 1.4
`COCCN(CCOC)C(=O)COC(=O)c1ccc(Cl)c(S(=O)(=O)N(C)c2ccccc2)c1` in INS promoter inh is listed with -60
`CCn1cc(C(=O)NCCCOC)c(=O)c2cc(S(=O)(=O)N(C)C)ccc21` in SDO1 yeast rescue is listed with 0.52

INS promoter inh, hit marks shown above
SMILES	INS promoter inh	SDO1 yeast rescue	SDO1 yeast rescue Rescue 24 h
CN(C)C(=O)CN(c1ccc2c(c1)OCO2)S(C)(=O)=O	71*	0.67	-0.17

Reprinted from the results shown for reference:
SMILES	INS promoter inh	SDO1 yeast rescue	SDO1 yeast rescue Rescue 24 h
O=C(COC(=O)c1ccco1)NCC1CCCO1 (stereo unspecified)	39	1.3	0.43
CC(C)OP(=O)(OC(C)C)C(Nc1ccccc1)c1ccccc1C(F)(F)F (stereo unspecified)	4	-0.73	-0.42
COc1ccc(OC)c(NC(=S)N(CCc2c(C)[nH]c3ccccc23)Cc2cccs2)c1	-33	-0.34	-0.04
CCCCOC(=O)C(C#N)c1nc2ccccc2nc1N1CCN(Cc2ccc3c(c2)OCO3)CC1 (stereo unspecified)	9	-1.7	-0.43

Structural class: the entries above with an NH in an aromatic ring.
SMILES	INS promoter inh	SDO1 yeast rescue	SDO1 yeast rescue Rescue 24 h
Cc1cc(=O)[nH]c(SCC(=O)NCCc2ccccc2)n1	17	0.32	-0.76
COc1ccc(OC)c(NC(=S)N(CCc2c(C)[nH]c3ccccc23)Cc2cccs2)c1	-33	-0.34	-0.04
